Assay outcomes from PubChem BioAssay.
ALDH1A1 inh: inhibitors of human aldehyde dehydrogenase 1A1 | hit rate 7.3% among 220,000 | Purified ALDH1A1, NADH fluorescence, propionaldehyde substrate | P00352 | Potency, µM (highest dose often 75.3 µM), inactives show at the top dose activity, negative = inhibition, actives largely listed as inhibitors; active = well fitted inhibition curve with a large enough effect, not every such curve was filed as active; inconclusive = small, poorly fitted or top-dose-only effect, or another doubt; inactive = no such curve, though single readings can be large or run the other way;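 also: plate controls were no enzyme wells and a reference inhibitor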
GAA glycogen mod: GAA glycogen-cleavage inhibition or activation; recombinant GAA, glycogen substrate, Amplex Red glucose oxidase fluorescence; Potency, µM (doses to about 76.4 µM), without a hit: at the highest dose activity change, negative = inhibition, usual class: inhibitors; hit rate 0.38% among 300,000; AID 2100;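 also: 0% = full enzyme reaction and -100% = no-enzyme basal signal; the screen sought inhibitors and activators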
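Natural-substrate format: glycogen cleavage by 4 nM human enzyme, glucose read by Amplex Red coupling (Ex 573, Em 610 nm). Normalized to enzyme and no-enzyme controls.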
GAA inhib: blocks human lysosomal alpha-glucosidase | hit rate 0.005% among 200,000 | Potency, µM (highest dose often 76.9 µM), inactives show at the top dose activity change, negative = inhibition, actives largely listed as inhibitors | purified human GAA, 4-MU-alpha-glucoside fluorescence;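 also: plate controls were uninhibited enzyme wells for no effect and no-enzyme background for full effect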
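Activity normalized between no-enzyme (basal) and enzyme-only wells. Conditions: 4 nM human enzyme, 400 uM fluorogenic substrate, citrate/phosphate pH 5.0 with Tween-20, 20 min room temperature, compounds up to 77 uM.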
aGal spleen mod: inhibitors or activators of human alpha-galactosidase in spleen homogenate. Potency, µM (titrated, usually from 80 µM), without a hit: at the top dose activity change, negative = inhibition, actives largely listed as inhibitors. P06280. human spleen homogenate, 4MU-alpha-Gal fluorescence, 40 min. hit rate 0.008% among 240,000;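 also: 0% = enzyme with vehicle and -100% = no enzyme basal signal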
Target sequence (P06280 32-429 limits assumed): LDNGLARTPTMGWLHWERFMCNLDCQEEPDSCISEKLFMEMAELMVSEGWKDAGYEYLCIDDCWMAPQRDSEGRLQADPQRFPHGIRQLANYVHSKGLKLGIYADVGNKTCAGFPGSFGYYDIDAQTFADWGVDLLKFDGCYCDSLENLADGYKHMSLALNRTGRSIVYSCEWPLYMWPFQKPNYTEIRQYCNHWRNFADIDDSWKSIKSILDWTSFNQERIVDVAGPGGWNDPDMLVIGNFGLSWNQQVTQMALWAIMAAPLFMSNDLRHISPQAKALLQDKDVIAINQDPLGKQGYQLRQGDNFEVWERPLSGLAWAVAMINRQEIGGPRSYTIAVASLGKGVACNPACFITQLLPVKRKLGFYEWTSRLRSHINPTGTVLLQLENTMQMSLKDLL
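Human spleen homogenate (1 ug) was the enzyme source, with 4-methylumbelliferyl-alpha-D-galactopyranoside (1 mM final) in pH 5.0 citrate buffer with 0.01% Tween-20. Compounds were titrated; after 40 min at 37C, NaOH/glycine stop, 4-MU fluorescence read; AC50 from Hill fits.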
JMJD2E inh: JMJD2E (human) inhibition; Potency, µM (series often up to 57.1 µM), for inactives: at the highest dose activity change, negative = inhibition, actives largely listed as inhibitors; hit rate 1.6% among 230,000; JMJD2E catalytic domain, FDH-coupled NADH fluorescence (FDH is formaldehyde dehydrogenase); B2RXH2; active = well fitted inhibition curve with a large enough effect, not every such curve was filed as active; inconclusive = small, poorly fitted or top-dose-only effect, or another doubt; inactive = no such curve, though single readings can be large or run the other way;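 also: 0% = wells with enzyme and -100% = buffer wells without enzyme; nearly all actives have a fitted effect of over 50% in size; many of its hits are not listed in these tables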
Target sequence (B2RXH2 1-337 limits assumed): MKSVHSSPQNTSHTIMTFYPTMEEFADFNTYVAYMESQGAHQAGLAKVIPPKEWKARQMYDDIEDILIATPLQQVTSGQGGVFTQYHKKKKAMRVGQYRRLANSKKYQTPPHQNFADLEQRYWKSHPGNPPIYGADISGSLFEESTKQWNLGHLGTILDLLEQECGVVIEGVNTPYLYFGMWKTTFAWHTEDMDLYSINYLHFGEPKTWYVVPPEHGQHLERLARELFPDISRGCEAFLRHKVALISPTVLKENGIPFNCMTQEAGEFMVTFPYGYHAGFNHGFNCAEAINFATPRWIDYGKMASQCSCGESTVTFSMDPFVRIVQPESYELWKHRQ
SMN2 splice enh: increases expression of the SMN2 splice variant | AID 1458 | Potency, µM (titrated, usually from 46.1 µM), inactives show at the highest dose activity change, positive = activation, hits mostly activators | hit rate 2.8% among 210,000 | HEK293 SMN2-luciferase splicing reporter, luminescence, 30-36 h; also: % of control where 0% means no effect; nearly all actives have a fitted effect of over 55% in size
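qHTS luciferase splicing reporter: luminescence rises when SMN2 exon 7 is included in transfected HEK293 cells. Compound exposure lasted 30-36 h at 37C, with 4.5 mM final sodium butyrate as control, followed by a ONE-Glo read.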
aGlu spleen mod: lysosomal alpha-glucosidase (human) modulation; P10253; human spleen homogenate, 4-MU-alpha-glucoside fluorescence; Potency, µM (highest dose often 79.9 µM), for inactives: top-dose activity change, negative = inhibition, most hits filed as inhibitors; hit rate 0.006% among 240,000; AID 2112;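 also: 0% = enzyme with vehicle and -100% = no enzyme basal signal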
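Human spleen homogenate (1 ug) incubated with compounds and 1 mM 4-methylumbelliferyl-alpha-D-glucopyranoside in pH 5.0 citrate/phosphate buffer, 37 C, 40 min. Stopped at pH 10; 4-MU fluorescence (Ex 365/Em 440 nm); AC50 by Hill fit.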
GoLoco inh red: blocks human Gai1 binding to RGS12 GoLoco peptide, red readout. P63096. Gai1:RGS12 GoLoco peptide FP, rhodamine, 10 min. Potency, µM (series often up to 61.6 µM), for inactives: top-dose activity, negative = inhibition, most hits filed as inhibitors. hit rate 0.44% among 230,000. AID 880; active = well fitted inhibition curve with a large enough effect, not every such curve was filed as active; inactive = no such curve, though single readings can be large or run the other way; also: % is scaled to controls: 0 for no effect and ±100 for the full control effect; nearly all actives have a fitted effect of over 30% in size; many of its hits are not listed in these tables
Active calls of the source: *; i = inactive; ? = inconclusive; / = not tested or not shown; [ ] = remark or other dose. Unless noted, calls follow the shape of the dose curve; as a rule, active = well fitted curve in the direction sought with a large enough effect; inconclusive = small, poorly fitted or top-dose-only effect, or another doubt; inactive = no such curve, though single readings can be large; an effect the other way counts as inactive or inconclusive. Potency is read from the fitted curve at half-maximal effect. An excerpt (hit frequency here may not be typical).

SMILES	ALDH1A1 inh	GAA glycogen mod	GAA inhib	aGal spleen mod	JMJD2E inh	SMN2 splice enh	aGlu spleen mod	GoLoco inh red
CN1C(=CC=C2C=C(I)C(=O)C(I)=C2)C(C)(C)c2ccccc21	/	7%	/	-3%	0%	/	-2%	i
Cc1ccc(S(=O)(=O)N2CCN(S(=O)(=O)N(C)C)CC2)cc1	1%	7%	-13%	-6%	5%	-21%	0%	-1%
N#Cc1nc(-c2ccco2)oc1NCc1ccco1	?	?	-1%	10%	?	-6%	1%	-1%
COC(=O)CCCC1=CC2=CC(=O)C(C)(OC(=O)c3cccs3)C(=O)C2=CN1CC(C)C (stereo not given)	-3%[13.5 µM]	0%	/	8%[17.5 µM]	?	-12%[9.22 µM]	6%[17.4 µM]	-6%[14.2 µM]
O=C1CC(N2CCSCC2)C(=O)N1c1ccc(Br)cc1 (stereo not given)	/	-7%	/	15%	-3%	/	10%	-2%
COCC(=O)N1CCC2(CCN(Cc3ccc(C#N)cc3)CC2)CC1	-3%	/	/	-2%	/	-6%	2%	4%
Cn1c(CCN2CCCCC2)nc2cc(NC(=O)NC3CCCCC3)ccc21	-4%	1%	3%	7%	?	0%	1%	-7%
CCN(C(=O)CN1CCCc2ccccc21)c1c(N)n(Cc2ccccc2)c(=O)[nH]c1=O	16%	-17%	9%	0%	6%	3%	-1%	16%
COc1ccc(OC)c(S(=O)(=O)Nc2ccc(OCC(=O)O)cc2)c1	1%	1%	-1%	-4%	8%	2%	-3%	-12%
CCOC(=O)C(CCCCC(NC(C)=O)(C(=O)OCC)C(=O)OCC)(NC(C)=O)C(=O)OCC	/	4%	/	1%	0%	/	-5%	-1%
Cn1cc(/C=N/NC(N)=S)c2ccccc21	/	?	/	-10%	-20%	/	-5%	-6%
Cc1nc(COc2cccc(Cl)c2)sc1C(=O)/C=C/N(C)C	/	5%	/	-11%	-5%	/	7%	7%
CC(C)(C)C(=O)Nc1ccc(NC(=O)C(C)(C)C)cc1	/	12%	/	14%	2%	/	4%	-7%
C=CCn1cc(Cl)c(=O)n(CC=C)c1=O	7%	0%	4%	11%	3%	2%	-4%	-13%
O=C1CCCc2c1[nH]c1c(Br)cccc21	0%	1%	6%	-12%	?	-15%	1%	-13%
N=c1c(C(=O)NCc2ccccc2)cc2c(=O)n3ccccc3nc2n1CCCN1CCOCC1	?	-4%	10%	?	?	-11%	7%	-5%
Cn1cc(NC(=O)OCc2ccc(Cl)cc2)c(C(F)(F)F)n1	7%	-11%	-11%	6%	-2%	-2%	-12%	-5%
CC(C)c1ccccc1NC(=O)CNC(C)c1ccc(F)cc1 (stereo not given)	11%	11%	-5%	9%	3%	6%	5%	6%
N#C/C(=N\Nc1ccc(Cl)cc1)C(=O)c1ccccc1	-4%	-15%	-3%	-6%	1%	-67%[inhibitor]	-6%	-8%
CCC(=O)Nc1cc(C)c(NC(=O)CCc2ccccc2)cn1	4%	6%	-7%	-5%	-29%	-2%	-6%	-10%
Cc1ccc(NC(=S)NNc2ncc(C(F)(F)F)cc2Cl)c(C)c1	?	?	-1%	3%	8%	-28%	4%	18%
Nc1cc(=O)[nH]c(SCC(=O)Nc2cccc(Cl)c2)n1	-2%	0%	-4%	1%	3%	-27%	-3%	-9%
CCC(SCC(=O)OC)C(=O)Nc1nnc(C(C)C)s1 (stereo not given)	-11%	10%	-5%	10%	-14%	-20%	4%	1%
Cc1cc(NC(=O)CS(=O)(=O)c2cn(Cc3cccc(F)c3)c3ccccc23)no1	-14%	3%	1%	-24%	-13%	-15%	-18%	11%
O=C(CSCc1nc2ccccc2[nH]1)N1CCN(c2cccc(Cl)c2)CC1	-8%	-7%	-2%	1%	2%	-27%	1%	5%
CC(C)Oc1ccc(N2CC(C(=O)Nc3ccc4c(c3)OCO4)CC2=O)cc1 (stereo not given)	7%	9%	-1%[15.4 µM]	-13%	5%	-4%	-10%	0%
CCC1(C)Cc2c(sc3nnn(CC(=O)Nc4ccccc4C)c(=O)c23)CO1 (stereo not given)	1%	3%	11%	10%	4%	-5%	2%	-10%
FC(F)(F)c1cccc(NC(=S)Nc2cccc(NC(=S)Nc3cccc(C(F)(F)F)c3)n2)c1	25µM*	?	0%[15.4 µM]	-6%	?	/	-14%	10%
Oc1ccccc1CNc1nc2ccccc2n1CCN1CCCCC1	?	-6%	?	1%	-10%	8%	-4%	7%
COc1cccc2cc(/C(=N/O)c3ccc(Br)cc3)oc12	3%	9%	-3%	3%	-1%	-27%	1%	0%
Nc1ccc(Cl)c(S(=O)(=O)Nc2ccccc2Cl)c1	12%	-9%	-1%	-11%	-6%	-4%	-6%	9%
O=C(Nc1cccc(O)c1)c1cccc(S(=O)(=O)N2CCCC2)c1	-11%	3%	-2%	0%	-1%	5%	-11%	-20%
O=C(CSCCO)Nc1cccc([N+](=O)[O-])c1	17%	11%	2%	-1%	5%	14%	-2%	-3%
Cc1ccc(-c2cc(C(=O)Nc3cccnc3)c3ccccc3n2)o1	?	-15%	1%	-7%	?	3%	-5%	-1%
CCCSc1nc(C)nc2c1c(=O)n(C)c(=O)n2C	1%	-1%	-9%	2%	2%	13%	3%	-10%
O=C(O)CCCN1C(=O)C(=O)/C(=C(/O)c2ccc(Cl)cc2)C1c1ccccc1 (stereo not given)	/	-1%	/	-4%	-6%	/	-7%	2%
Cc1ccc(S(=O)(=O)c2ccc(C)cc2)cc1	13%	5%	?	2%	-11%	-8%	4%	-3%
CCN(CC)CCN(C(=O)c1ccc(CN2CCCCC2)o1)C(C(=O)NC1CCCCC1)c1ccc(F)cc1 (stereo not given)	0%	2%	5%	-7%	-16%	/	-1%	2%
CCOC(=O)c1c(C)[nH]c(C(=O)CN2C(=O)NC(C)(c3ccc4ccccc4c3)C2=O)c1C (stereo not given)	-1%	1%	-8%	0%	-3%	11%	-7%	15%
COc1cccc(CNC(=O)CCC2CCCN(C(=O)c3cc4ccccc4o3)C2)c1 (stereo not given)	?	-15%	?	0%	-3%	/	-1%	1%
Cc1nc2sc3c(c2c(=O)o1)CCC3	25µM*	2%	-3%	15%	-2%	-7%	9%	17%
CCn1c(SCc2nc3ccccc3[nH]2)nnc1-c1cccnc1	0%	10%	-3%	0%	-6%	4%	-7%	12%
Cc1cc(C(=O)Nc2cccc(O)c2)co1	?	-2%	8%	-8%	6%	?	-5%	28%
CCOC(=O)C1CCCN(C(=O)C2CCN(c3nnc(-n4cccc4)s3)CC2)C1 (stereo not given)	-1%	15%	-4%	-6%	-3%	-59%[inhibitor]	-2%	1%
O=C1CCCC2=C1C(c1ccsc1)CC(=O)N2c1ccccc1 (stereo not given)	6%	7%	3%	-6%	-15%	-18%	6%	11%
CCC1=NN2C(=N)/C(=C/c3cc(C)n(-c4ccccc4)c3C)C(=O)N=C2S1	?	/	-4%[15.4 µM]	-3%	?	/	9%	8%
Cc1ccc(C(=O)Nc2cccc3ncccc23)cc1[N+](=O)[O-]	?	-19%	-2%	2%	5%	9%	-9%	9%
COc1cc(/C=N/NC(=O)CC2C(=O)NN=C2C)ccc1O (stereo not given)	/	?	/	7%	-8%	/	-7%	0%
O=C(Nc1ccc([N+](=O)[O-])cc1)C1CC1(c1ccccc1)c1ccccc1 (stereo not given)	14%	-1%	-2%	5%	-4%	-3%	0%	-3%
CCCn1c(=NC(C)=O)c(C(=O)OCC)cc2c(=O)n3ccccc3nc21	?	5%	?	?	?	16%	?	8%
CC(C)COC(=O)C1C2C=CC3(CN(C4CCCC4)C(=O)C13)O2 (stereo not given)	4%	-1%	-7%	-7%	5%	4%	-5%	-3%
CCOC(=O)c1c(C)[nH]c(C)c1C(=O)CSc1nc2ccccc2[nH]1	-2%	7%	-11%	-1%	-6%	/	-2%	/
COc1ccccc1NC(=O)c1sc2nc(-c3ccco3)ccc2c1N	?	-6%	3%	-4%	?	19%	-8%	12%
Cc1cc(C)cc(OCC(=O)Nc2cc(C)on2)c1	4%	-1%	8%	8%	10%	/	0%	180%[activator]
Cc1ccc(NC(=O)COC(=O)CNC(=O)c2ccc(C)s2)cc1	3%	6%	-2%	-4%	1%	-1%	0%	2%
COc1ccc(NC(=O)N2CCCC3(CCN(C(=O)c4ccc(OC)cc4)CC3)C2)cc1	?	/	/	5%	/	0%	12%	1%
O=[N+]([O-])c1ccc(OCc2nnc(-c3ccccc3)o2)cc1	7%	-13%	0%	5%	2%	0%	-9%	2%
O=C(NCC1CCCO1)c1ccc(/C=N/O)nc1 (stereo not given)	0%	8%	0%	-2%	-17%	3%	-5%	4%
COc1cccc(S(=O)(=O)NCc2ccc3c(c2)OCO3)c1	?	3%	1%	-8%	1%	-5%	4%	3%
CCOC(=O)C(CC(=O)O)N1CCCCC1 (stereo not given)	0%	6%	2%	11%	-3%	17%	-3%	0%
CC(=O)c1cccc(NC(=S)N2CCN(CCN3C(=O)c4cccc5cccc(c45)C3=O)CC2)c1	-4%	-7%	5%	10%	2%	3%	7%	-5%
COc1cc(OC)c(/C=N/NC(=O)c2ccc(NC(C)=O)cc2)cc1Br	?	2%	-1%	0%	?	4%	-7%	-6%
CC(C)NCC(O)Cn1c2c(c3ccccc31)CCc1c-2cnn1-c1ccccc1 (stereo not given)	?	31µM*	-8%	13%	?	-83%	-6%	7%

Ordered by number of heavy atoms (low to high): part of the list above.
SMILES	ALDH1A1 inh	GAA glycogen mod	GAA inhib	aGal spleen mod	JMJD2E inh	SMN2 splice enh	aGlu spleen mod	GoLoco inh red
CCC(SCC(=O)OC)C(=O)Nc1nnc(C(C)C)s1 (stereo not given)	-11%	10%	-5%	10%	-14%	-20%	4%	1%
CN1C(=CC=C2C=C(I)C(=O)C(I)=C2)C(C)(C)c2ccccc21	/	7%	/	-3%	0%	/	-2%	i
CCOC(=O)c1c(C)[nH]c(C)c1C(=O)CSc1nc2ccccc2[nH]1	-2%	7%	-11%	-1%	-6%	/	-2%	/
